PTHR1 agonist: activates the human parathyroid hormone receptor PTHR1; AID 743266; hit rate 0.075% among 410,000; HEK293 GP2 PTHR1 cells, GloSensor cAMP luminescence, 1 h; Potency, µM (doses to about 115 µM), for the others: at the top dose activation, usual class: activators; note: nearly all actives have a fitted effect of over 55% in size; some results filed as inactive show a strong effect at the top dose; inactives centre near -15; many of its hits are not listed in these tables
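HEK-293-derived GP2 cells expressing PTHR1 and a GloSensor cAMP reporter, 3,000/well, plated overnight, given luciferin plus IBMX (each 0.5 mM as added) for 1 h at 37 °C, then compound for 1 h at 37 °C. Luminescence was read after 15 min at room temperature.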
EPAC1 agonist: activates human EPAC1 exchange factor. EPAC1 agonist qHTS, biochemical assay; response scale: 100% = response to 6.5 mM cAMP. hit rate 0.073% among 360,000. Potency, µM (top dose mostly 154 µM), inactives show top-dose activation, actives largely listed as activators; note: nearly all actives have a fitted effect of over 60% in size
Target sequence (O95398 whole entry, looked up): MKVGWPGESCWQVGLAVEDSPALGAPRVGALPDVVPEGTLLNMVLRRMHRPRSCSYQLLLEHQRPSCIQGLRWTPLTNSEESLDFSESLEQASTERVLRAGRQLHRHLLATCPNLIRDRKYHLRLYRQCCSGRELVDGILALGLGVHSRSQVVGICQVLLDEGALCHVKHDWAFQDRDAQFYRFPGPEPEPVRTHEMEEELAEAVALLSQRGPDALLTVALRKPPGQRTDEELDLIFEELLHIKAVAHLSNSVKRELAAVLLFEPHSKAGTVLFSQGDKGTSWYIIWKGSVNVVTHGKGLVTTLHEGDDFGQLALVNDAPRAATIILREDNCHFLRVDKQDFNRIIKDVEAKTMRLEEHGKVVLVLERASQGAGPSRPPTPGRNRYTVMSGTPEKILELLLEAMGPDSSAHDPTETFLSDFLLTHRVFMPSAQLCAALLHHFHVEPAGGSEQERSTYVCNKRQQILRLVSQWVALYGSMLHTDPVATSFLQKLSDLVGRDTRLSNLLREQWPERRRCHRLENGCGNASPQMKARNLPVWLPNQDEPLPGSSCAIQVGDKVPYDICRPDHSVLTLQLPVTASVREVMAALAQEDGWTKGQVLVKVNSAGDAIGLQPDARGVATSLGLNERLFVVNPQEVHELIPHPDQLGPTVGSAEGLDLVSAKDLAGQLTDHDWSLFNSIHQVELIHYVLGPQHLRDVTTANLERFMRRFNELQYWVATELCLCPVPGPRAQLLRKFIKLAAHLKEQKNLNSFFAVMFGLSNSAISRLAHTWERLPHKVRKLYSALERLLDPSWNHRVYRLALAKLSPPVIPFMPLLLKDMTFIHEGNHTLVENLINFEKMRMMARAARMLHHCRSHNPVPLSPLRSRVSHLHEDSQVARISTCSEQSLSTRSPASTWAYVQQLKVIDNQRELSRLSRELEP
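Nucleotide exchange by EPAC1 (100 nM) on Rap1B–BODIPY-GDP (250 nM) in the presence of 50 uM GDP is tracked fluorescently at 480/540 nm over 30 min. Signals are normalized to a 6.5 mM cAMP control.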
FUS suppressor: rescues growth of FUS-expressing yeast. S. cerevisiae FUS-expressing, growth rescue, OD600, 24 h. Potency, µM (top dose mostly 76.6 µM), inactives show at the highest dose growth rescue (activation), actives largely listed as activators. hit rate 0.24% among 390,000. AID 1347120;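 note: plate controls were DMSO vehicle for no effect and reference control for full effect; nearly all actives have a fitted effect of over 55% in size; some results filed as inactive show a strong effect at the top dose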
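Compound concentration series was pinned onto galactose-induced FUS-expressing yeast seeded at OD 0.005. Plates sat 24hr at 30C; absorbance at 600 nm gave growth. DMSO served as background control.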
EPAC1 antag: blocks human EPAC1 exchange factor | Potency, µM (titrated, usually from 115 µM), without a hit: top-dose activity change, negative = inhibition, usual class: inhibitors | hit rate 0.14% among 360,000 | O95398 | EPAC1 GEF assay, Rap1b-BODIPY-GDP exchange fluorescence;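 note: plate controls were vehicle for no effect and positive control for full effect; nearly all actives have a fitted effect of over 50% in size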
EPAC2 ag: activates human EPAC2 exchange factor; hit rate 0.079% among 360,000; EPAC2 activation, biochemical qHTS; response scale: 100% = 6.5 mM cAMP response; Potency, µM (series often up to 154 µM), for inactives: at the highest dose activation, most hits filed as activators; Q8WZA2; note: nearly all actives have a fitted effect of over 50% in size
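In this primary screen, activation is scored as increased exchange of BODIPY-GDP from Rap1B by 100 nM EPAC2, with 50 uM GDP as competitor. Signal is normalized to the 6.5 mM cAMP agonist control.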
TDP-43 yeast inh: TDP-43 toxicity inhibition in yeast | TDP-43 expressing yeast growth rescue, BacTiter-Glo, 24 h | AID 652104 | Potency, µM (top dose mostly 46.1 µM), without a hit: top-dose growth rescue (activation), usual class: activators | hit rate 1.8% among 410,000; note: % of control where 0% means no effect; nearly all actives have a fitted effect of over 50% in size
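Yeast cells expressing TDP-43 under galactose induction are exposed to compounds for 24 hr at 30 deg C. BacTiter-Glo luminescence measures growth, so protective compounds score as activators.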
aSyn yeast inh: inhibitors of alpha-synuclein toxicity in yeast; Potency, µM (highest dose often 46.1 µM), without a hit: top-dose growth rescue (activation), hits mostly activators; hit rate 0.14% among 370,000; Yeast expressing alpha-synuclein, growth rescue, BacTiter-Glo, 24 h; note: % of control where 0% means no effect; nearly all actives have a fitted effect of over 65% in size
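Rescue of yeast growth: cells expressing toxic alpha-synuclein, induced in galactose at OD600 0.02, incubated with compound 24 h at 30 C. ATP luminescence quantified growth; inhibitors of toxicity appear as activators.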
EPAC2 antagonist: EPAC2 (human) antagonism; Potency, µM (titrated, usually from 114 µM), for inactives: at the top dose activity, negative = inhibition, usual class: inhibitors; hit rate 0.18% among 360,000; AID 720708; EPAC2 GEF exchange of Rap1B-BODIPY-GDP, fluorescence; note: % is set by controls: 0 for no effect and ±100 for the full control effect; nearly all actives have a fitted effect of over 45% in size; many of its hits are not listed in these tables
The depositor's hits bear a star; i = inactive; ? = inconclusive; . = no result given; [ ] = dose if it differs, or a comment. Calls come from the whole dose curve; as a rule, active = well fitted curve in the direction sought with a large enough effect; inconclusive = small, poorly fitted or top-dose-only effect, or another doubt; inactive = no such curve, though single readings can be large; an effect the other way counts as inactive or inconclusive. Potency is the fitted concentration of half-maximal effect.

Structure | PTHR1 agonist | EPAC1 agonist | FUS suppressor | EPAC1 antag | EPAC2 ag | TDP-43 yeast inh | aSyn yeast inh | EPAC2 antagonist
CC(=O)OCc1c(F)c(F)c(-n2nc(C)cc2C)c(F)c1F | 19% | 7% | 14% | -17% | 9% | 0% | 1% | 8%
Cc1ccc(C)c(NC(=S)NC(=O)c2cncc(Br)c2)c1 | -52%[inhibitor] | 2% | 12% | 9% | 8% | 11µM* | -4% | 19%
CNS(=O)(=O)c1cccc(C(=O)OCC(=O)Nc2ccc(N3CCCCC3)cc2)c1 | -45%[inhibitor] | 0% | -8% | 16% | 9% | 8% | -3% | 0%
Cc1nc2ccccc2c(=O)n1CCCn1ccnc1 | i | 0% | 16% | -16% | -3% | -2% | -8% | -6%
O=C(NCc1cccs1)C1CCC(=O)N(Cc2cccc(C(F)(F)F)c2)C1 (centres undefined) | -12% | -29% | 22% | -8% | 11% | -26% | 0% | -10%
COc1ccccc1NC(=O)CSc1nnc(-c2ccccn2)o1 | i | 0% | -7% | 1% | 2% | 10% | 0% | -16%
O=C1Nc2cccc3c2N(CCC3)C2=C1CCC2 | -6% | 7% | 4% | 5% | 1% | 0% | ? | 2%
CSC1=NCCN1C(=O)COc1ccccc1 | i | 8% | -18% | -2% | 9% | -10% | 1% | 1%
COc1ccc(CCc2nnc(NS(C)(=O)=O)s2)cc1 | i | -1% | 4% | 1% | 2% | -10% | -4% | 5%
COc1ccc(C2=Nn3c(nnc3-c3ccco3)SC2)cc1 | 0%[57.5 µM] | -6% | 25% | 9% | -2% | 22µM* | 7% | 5%
O=C(Cc1ccc(S(=O)(=O)N2CCCC2)s1)Nc1nc2c(s1)CCCC2 | -21% | 2% | ? | 0% | 7% | 9% | 3% | -1%
C=CCc1c(C)[nH]c(=S)c(C#N)c1C | i | -2% | -4% | 3% | -8% | 22% | -5% | 3%
Cc1ccc(NC(=O)c2ccc3c(=O)n4c(nc3c2)CCCCC4)nc1 | -28% | 3% | 5% | 13% | 7% | -11% | -2% | -9%
Cc1cc(Cl)ccc1C(=O)C1CCCN(C(=O)c2n[nH]c3c2CCCC3)C1 (centres undefined) | -18% | 6% | 10% | 3% | 2% | 12% | 10% | -11%
C/C(=N\Nc1nc(C)cc(-c2ccccc2)n1)c1ccc(F)cc1 | i | -7% | -12% | -13% | -10% | 21% | -6% | -3%
O=C(COc1ccc2c3c(c(=O)oc2c1)CCCC3)NCCCN1CCCC1=O | -14% | -2% | 18% | 15% | 3% | 7% | 5% | 4%
CCOC(=O)C1=C(C)NC(=S)NC1c1ccc(OCC(=O)N2CCCCCC2)cc1 (centres undefined) | -11% | -3% | -1% | -3% | 7% | 1% | -3% | -6%
O=C(Cn1nc(C(=O)O)c2ccccc2c1=O)Nc1cc(S(=O)(=O)N2CCOCC2)ccc1Cl | i | -1% | 25% | 21% | -6% | -6% | 1% | 11%
O=S(=O)(NCCN1CCOCC1)c1cccc(C(F)(F)F)c1 | -42%[inhibitor] | -1% | -12% | -6% | 11% | -22% | -1% | 32%[activator]
Cc1cccc(NC(=O)c2ccc(C(=O)Nc3cccc(C)c3)nc2)c1 | -39%[inhibitor] | -8% | . | -23% | -2% | 0% | 2% | -1%
COC(=O)c1cn(NC(=O)Cn2nc([N+](=O)[O-])c(Br)c2C)c(=O)c2ccccc12 | -19% | -24% | -6% | -16% | -3% | 3% | 5% | 7%
CC1CCN(CC(=O)Nc2cc(C(F)(F)F)ccc2Cl)CC1 | i | 2% | . | 1% | -4% | -7% | 9% | 6%
Cc1nn(-c2ccccc2)c(N2CCCC2)c1/C=N/Nc1ccc(S(N)(=O)=O)cc1[N+](=O)[O-] | -21% | -4% | 14% | -12% | 3% | 1% | 1% | -10%
COc1ccc2c(c1)OC[C@H]1[C@H]2N2C(=O)[C@H](C)NC(=O)[C@@]2(C)[C@H]1c1ccccc1 | -2% | -1% | -3% | -11% | 5% | -3% | -1% | -1%
CCCSc1nnc(CSc2nc3nc(C)cc(C)n3n2)o1 | -34%[inhibitor][57.5 µM] | -4% | -2% | 8% | 7% | 8% | 4% | 1%
Cc1nnc2sc(-c3ccc(-c4ccc(Cl)c(C(F)(F)F)c4)o3)nn12 | -59%[inhibitor] | -6% | . | -5% | -3% | 2% | -16% | 0%
CCCN1Cc2cccc(C(=O)NCc3ccc4c(c3)OCO4)c2C1=O | ? | -6% | -59% | -17% | 6% | -15% | -6% | -2%
Cc1[nH]c2ccccc2c1C(=O)COC(=O)C1CC(=O)N(Cc2ccccc2)C1 (centres undefined) | -52%[inhibitor][57.5 µM] | 4% | 32% | -12% | 0% | 2% | 3% | -2%
COc1ccc(CC(=O)N/N=C/c2c(C)n(C)c3ccccc23)cc1OC | i | 6% | 12% | -8% | 9% | 2% | -3% | -5%
Cc1nc(SCC(=O)NCc2ccco2)c2c(C)c(C)sc2n1 | -12%[57.5 µM] | -1% | 21% | -2% | -4% | 26% | -2% | 12%
CCOC1C(=O)NC(=O)N1Cc1ccccc1 (centres undefined) | i | -6% | -9% | 0% | 4% | -12% | -14% | 2%
CC1CN=C(c2cccn2Cc2ccc(F)cc2Cl)O1 (centres undefined) | -30%[inhibitor] | 3% | 0% | 15% | 6% | 2% | -1% | -1%
Cc1nn2c(NCCOCCO)c3c(nc2c1-c1ccccc1)CCC3 | i | 6% | 0% | 12% | 12% | 8% | -8% | -1%
COc1ccc(-c2oc3ncnc(NCCCN(C)C)c3c2-c2ccc(OC)cc2)cc1 | i | 4% | ? | -2% | 13% | 3% | -3% | 4%
c1ccc(OCc2nc3c4c(ncn3n2)-c2ccccc2CC42CCCC2)cc1 | i | 4% | -2% | 8% | -1% | 15% | -1% | 2%
CCC(c1nnnn1Cc1ccc(OC)cc1)N1CCN(C(=O)c2ccco2)CC1 (centres undefined) | i | -3% | 35% | 2% | 7% | 1% | 4% | 3%
CC(C)CCN(C(=O)c1ccc(Br)cc1)c1c(N)n(Cc2ccccc2)c(=O)[nH]c1=O | -7% | 2% | -14% | -9% | 1% | 4% | -1% | 0%
CCCCN(CC)Cc1ccc(CNC(=O)Nc2ccc(OCC)cc2)o1 | -24% | 2% | 15% | -3% | -4% | -10% | -2% | 7%
COc1ccc(-c2cccc(NS(=O)(=O)c3ccccc3[N+](=O)[O-])c2)nn1 | i | -2% | 7% | 6% | 3% | -17% | 2% | 3%
O=C(Nc1ccccc1)N1CCN(c2ccc(C(F)(F)F)cn2)CC1 | i | 4% | 26% | -2% | -5% | 28% | 0% | -2%
Cc1ccc(C2CC(=O)c3cnn(-c4nc(C)cc(C)n4)c3C2)cc1 (centres undefined) | -15% | 7% | 21% | -28% | 0% | ? | -3% | -16%
Cc1nc(-c2coc3cc(C)c(N=O)c(O)c3/c2=N\N)cs1 | i | 4% | 2% | -9% | 1% | 4% | -7% | 5%
Cc1cccc(N2CCN(S(=O)(=O)c3cc(-c4cc(C)no4)ccc3C)CC2C)c1 (centres undefined) | -7% | -2% | 36% | -11% | 15% | -18% | -6% | 3%
CCCc1nc(SCC(=O)N2CCCC2)c2ccccc2n1 | i | 0% | 3% | 1% | 6% | 0% | 4% | 6%
Cc1ccc(S(=O)(=O)NCCC(=O)NC(C)CCc2ccccc2)cc1 (centres undefined) | -7% | -3% | 2% | -12% | 10% | -20% | -5% | 4%
O=S(=O)(Nc1cccc(CO)c1)c1cccs1 | i | 7% | -2% | 10% | 9% | -2% | -2% | -1%
O=C(COC(=O)c1cn(-c2ccccc2)nc1-c1ccc(F)cc1)Nc1ncc(Cl)cc1Cl | i | -5% | 17% | 5% | -2% | -11% | -8% | 12%
Cc1cccn2c(=O)c3cc(C(=O)NCc4cccnc4)c(=N)n(CC4CCCO4)c3nc12 (centres undefined) | -9% | -12% | -19% | 6% | 0% | -18% | -6% | 13%
CN(C)C(=O)CSc1nnc(Cc2ccc([N+](=O)[O-])cc2)o1 | i | 0% | -4% | 2% | 6% | -3% | -3% | 2%
CN(Cc1nc(CCc2ccccc2)no1)Cc1cccs1 | -8% | 8% | 12% | -12% | 6% | . | 0% | -6%
CCN(CC)C(=O)c1cccc(-c2csc(C(O)c3ccc(F)cc3)n2)c1 (centres undefined) | -42% | -10% | ? | -16% | 3% | 1% | 8% | 2%
O=C(Cc1cccc2ccccc12)NNC(=O)c1ccc(Br)o1 | 15% | 8% | -2% | 4% | 9% | 4% | -4% | 1%
CCc1cccc(CC)c1NC(=O)CCCSc1nc2ccccc2s1 | -12% | -14% | . | -5% | -16% | 7% | -13% | 4%
Cc1cc(=O)oc2cc(OCC(=O)c3ccccc3)ccc12 | i | 4% | 6% | 6% | 2% | 10% | 6% | 8%
Cc1ccc(-c2ccc(CN3C(C(C)C)C(=O)N(Cc4cn(Cc5ccco5)nn4)CCS3(=O)=O)cc2)cc1 (centres undefined) | -26% | -6% | ? | -21% | 2% | 23% | ? | -22%
COC(=O)CC1C(=O)NCCN1C(=O)c1ccc([N+](=O)[O-])cc1 (centres undefined) | i | 6% | -3% | 4% | 9% | 6% | 2% | 1%
C[C@@]12C(=O)N(c3cccc(F)c3)C(=O)N1[C@H](c1ccc(Cl)cc1)[C@@H]1C(=O)N(C3CCCCC3)C(=O)[C@@H]12 | -53%[inhibitor] | -2% | ? | -23% | 3% | 21% | 4% | -7%
COc1ccc(Cl)cc1NC(=O)CSc1nnc(Cn2c(=O)sc3ccccc32)n1C | i | 6% | -5% | -8% | 9% | 17% | -2% | -7%
CC(=O)/C(N=Nc1ccc(OC(F)(F)F)cc1)=C(\C)O | i | 4% | -9% | 1% | -5% | -8% | 2% | 10%
O=C(CN1CCN(Cc2ccccc2F)C1=O)NCc1cccnc1 | i | 8% | -28% | -1% | 16% | 0% | -4% | -2%

Of the compounds above, 4 contain an NH in an aromatic ring:
Structure | PTHR1 agonist | EPAC1 agonist | FUS suppressor | EPAC1 antag | EPAC2 ag | TDP-43 yeast inh | aSyn yeast inh | EPAC2 antagonist
C=CCc1c(C)[nH]c(=S)c(C#N)c1C | i | -2% | -4% | 3% | -8% | 22% | -5% | 3%
Cc1cc(Cl)ccc1C(=O)C1CCCN(C(=O)c2n[nH]c3c2CCCC3)C1 (centres undefined) | -18% | 6% | 10% | 3% | 2% | 12% | 10% | -11%
Cc1[nH]c2ccccc2c1C(=O)COC(=O)C1CC(=O)N(Cc2ccccc2)C1 (centres undefined) | -52%[inhibitor][57.5 µM] | 4% | 32% | -12% | 0% | 2% | 3% | -2%
CC(C)CCN(C(=O)c1ccc(Br)cc1)c1c(N)n(Cc2ccccc2)c(=O)[nH]c1=O | -7% | 2% | -14% | -9% | 1% | 4% | -1% | 0%

High-throughput results (PubChem BioAssay)

These rows are one share of the data; the hit share may differ from the screen's.
